Source: PubChem (several laboratories)
AGP1-GFP MLPCN – yeast TOR pathway AGP1-GFP modulation. S. cerevisiae AGP1-GFP multiplex flow cytometry, 3 h; GFP as percent of DMSO wells. GFP response vs DMSO, % at 10 µM. 0.02% of 320,000 active;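 active = GFP response relative to DMSO above a set limit, near screen average plus 3 SD, cut at about 150% in these data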;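 note: median GFP channel fluorescence of the gated AGP1 strain per well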
BCLXL inh – blocks human Bcl-xL binding to Bim BH3 peptide | GST-Bcl-xL / FITC-Bim BH3 peptide fluorescence polarization | inhibition, % at 10.9 µM | 0.7% of 320,000 active | Q07817 | AID 2129;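 active = inhibition above the mean of all tested compounds plus 3 SD, cutoff set per campaign, cut at about 30% in these data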;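 note: 0% = DMSO wells and 100% = unlabeled Bim-BH3 peptide competitor; inhibitors lower millipolarization by displacing the labeled peptide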
Target sequence (Q07817 whole entry, looked up): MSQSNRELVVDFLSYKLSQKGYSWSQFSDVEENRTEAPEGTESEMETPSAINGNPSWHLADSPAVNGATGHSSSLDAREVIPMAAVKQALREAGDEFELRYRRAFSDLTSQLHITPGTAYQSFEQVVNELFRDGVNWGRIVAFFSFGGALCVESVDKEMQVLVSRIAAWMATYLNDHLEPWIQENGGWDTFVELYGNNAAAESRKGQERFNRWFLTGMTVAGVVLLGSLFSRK
Fam108B counter – counter-screen for RBBP9 inhibitors: inhibitors of mouse Fam108B; recombinant Fam108B, FP-Rh probe fluorescence polarization; inhibition, % at 9.51 µM; 0.33% of 300,000 active; AID 1947;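 active = inhibition above the screen mean inhibition plus 3 SD, computed separately per campaign, cut at about 18% in these data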;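 note: inhibitors lower polarization as less probe binds the enzyme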
MEX-5 binding – C. elegans MEX-5 TCR-2 RNA binding activity | Q9XUB2 | 0.38% of 300,000 active | activity score (negative = inhibition of binding), % at 10 µM | MEX-5/FITC-TCR2 RNA binding, fluorescence polarization; active compounds read low;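 active = inhibition past about -25% in most replicates, and total fluorescence under double the plate's negative control median, limit read from the data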;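 note: 0% = DMSO and -100% = 5 µM competing unlabeled TCR2 RNA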
VLA-4 inh – inhibition in a human VLA-4 binding assay; VLA-4 expressing cells, ligand binding flow cytometry; inhibition, % (about 7 µM as worked out from the volumes in the protocol); P13612; 0.2% of 330,000 active; AID 2557; in the data active = inhibition above about 50%
CIT2-GFP yeast – yeast TOR pathway CIT2-GFP modulation | S. cerevisiae CIT2-GFP strain, flow cytometry, 3 h; 100 means same as DMSO wells | GFP response vs DMSO, % at 10 µM | 0.065% of 320,000 active | AID 2029;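 active = GFP response relative to DMSO above a set limit, near the screen mean plus 3 SD, cut at about 150% in these data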;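 note: ratio of well median GFP fluorescence to mean of DMSO wells on the plate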
MCL1-BIM inh – MCL1-BIM-BH3 interaction inhibition (human); AID 2057; Q07820; GST-MCL1 / FITC-Bim-BH3 fluorescence polarization; inhibition, % at 10.9 µM; 0.68% of 320,000 active;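 active = inhibition above the mean inhibition of all tested compounds plus 3 SD, set per campaign, cut at about 40% in these data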;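 note: 0% = DMSO wells and 100% = unlabeled Bim-BH3 peptide control; higher means more loss of mP so more displacement of Bim peptide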
Target sequence (Q07820 whole entry, looked up): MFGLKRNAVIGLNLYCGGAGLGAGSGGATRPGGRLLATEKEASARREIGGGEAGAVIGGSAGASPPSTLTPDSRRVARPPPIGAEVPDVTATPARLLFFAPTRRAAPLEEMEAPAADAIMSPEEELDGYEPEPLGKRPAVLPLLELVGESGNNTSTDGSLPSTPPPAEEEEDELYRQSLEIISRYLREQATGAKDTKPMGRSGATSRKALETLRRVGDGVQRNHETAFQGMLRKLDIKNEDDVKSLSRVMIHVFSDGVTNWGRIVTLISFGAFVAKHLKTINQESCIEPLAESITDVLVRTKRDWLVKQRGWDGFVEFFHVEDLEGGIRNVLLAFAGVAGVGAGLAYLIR
GRK2 aptamer HTS – blocks RNA aptamer binding to human GRK2. 0.59% of 330,000 active. inhibition of aptamer binding, % at 10 µM. P25098. bead flow cytometry, FAM-aptamer displacement from GRK2;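 active = inhibition of aptamer binding above 40%, roughly 3 SD of noise, on plates passing a quality check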;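 note: median bead fluorescence of bound FAM aptamer so fluorescent compounds give negative values; no value below 0 was filed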
GLD-1 RNA inh – GLD-1-TGE RNA interaction inhibition (C. elegans). Q17339. purified GLD-1 + fluorescein TGE RNA, fluorescence polarization. inhibition, % at 5.96 µM. 0.44% of 320,000 active;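 active = percent inhibition above a per-plate cutoff, the plate mean of test compounds plus 3 SD, cut at about 30% in these data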;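 note: 0% = DMSO wells with GLD-1 and probe and 100% = wells lacking GLD-1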
Target sequence (Q17339 whole entry, looked up): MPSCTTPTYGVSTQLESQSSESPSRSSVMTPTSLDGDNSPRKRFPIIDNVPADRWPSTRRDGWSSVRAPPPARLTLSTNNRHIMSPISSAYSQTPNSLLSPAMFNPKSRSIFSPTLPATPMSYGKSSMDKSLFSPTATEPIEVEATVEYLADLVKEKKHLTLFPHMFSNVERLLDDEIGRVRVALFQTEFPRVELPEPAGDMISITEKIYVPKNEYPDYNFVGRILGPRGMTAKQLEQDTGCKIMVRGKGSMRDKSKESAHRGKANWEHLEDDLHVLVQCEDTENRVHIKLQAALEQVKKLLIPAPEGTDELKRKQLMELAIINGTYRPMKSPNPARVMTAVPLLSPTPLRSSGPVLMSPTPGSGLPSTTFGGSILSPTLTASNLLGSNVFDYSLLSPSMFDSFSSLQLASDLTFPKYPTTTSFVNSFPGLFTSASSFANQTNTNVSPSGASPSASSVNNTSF
The depositor's hits bear a star; . = not tested or not shown; [ ] = dose if it differs, or a comment.

molecule,BCLXL inh,AGP1-GFP MLPCN,GRK2 aptamer HTS,CIT2-GFP yeast,MCL1-BIM inh,Fam108B counter,GLD-1 RNA inh,VLA-4 inh,MEX-5 binding
Cc1ccnc(NC(=O)CCC(=O)N(CC(=O)NCc2ccc(F)cc2)c2ccc(F)cc2)c1,3,103,1,111,-3,-3,0,-2,1.4
O=C(Nc1cc([N+](=O)[O-])ccc1F)c1ccc2ccccc2c1,5,95,0,101,7,-23,-5,9,1.3
CC1CCCC(NC(=O)COC(=O)[C@@H](NC(=O)c2ccc(F)cc2)C(C)C)C1C (some centres undefined),.,101,6,101,.,.,1,-6,.
COc1ccc(CCn2c(C)ccc2C)cc1OC,10,99,1,97,13,-4,-1,0,2.3
CC1(C)CC(=O)C=C(NNC(=O)c2ccc(N)cc2)C1,2,112,2,109,-5,1,1,-36,-6.3
CN(C(=O)C1CCCN1S(=O)(=O)c1ccc(Cl)cc1)c1ccccc1 (centres undefined),-1,107,0,102,0,.,1,39,.
O=C(COC(=O)c1cccc(-n2cnnn2)c1)Nc1c(Cl)cccc1C(F)(F)F,2,100,2,104,-6,1,4,-5,-1.6
COc1cc(NC(=O)C2=CC(c3cccs3)=NS(=O)(=O)N2C)cc(OC)c1OC,2,101,0,98,3,1,5,36,-3.1
Cc1cc(NC(=O)CCC(=O)N(Cc2ccco2)C2(C(=O)NC3CCCC3)CCCCC2)no1,1,101,0,101,-1,0,3,-11,0.2
CC(C)[C@H](CN1CCC[C@H]1CN1C(N)=NC[C@H]1C(C)C)N1C[C@@H](Cc2ccccc2)N(CCCC2CCCC2)C1=N,.,93,0,94,.,.,-3,26,.
Cc1cc(OCC(=O)OCC(=O)c2c(N)n(C)c(=O)n(C)c2=O)ccc1Cl,3,97,20,92,5,.,2,-7,.
Cc1noc(C)c1COC(=O)/C=C/c1ccc(Cl)cc1,3,79,1,77,5,10,-2,-20,1.9
CC(C)c1ccc(C2/C(=C(/O)c3ccccc3)C(=O)C(=O)N2CCCN2CCOCC2)cc1 (centres undefined),2,97,0,100,5,-1,6,9,0.7
COc1ccc(CC(=O)Nc2ccc(-c3nnc(-c4ccccc4)o3)cc2)cc1,-5,86,0,81,-18,-26,-5,-6,.
COc1cnc(-c2ccccn2)nc1Oc1ccc(C(C)(C)C)cc1,-15,93,3,98,8,-6,-17,18,9.0
COc1ccc(CN2CCN(Cc3cccc(F)c3)CC2)cc1OC,-3,102,0,101,1,13,0,0,-0.5
CCOCCCNC(=O)CSCc1nc(-c2ccc(SC)cc2)oc1C,1,105,3,97,7,-2,0,-2,2.1
O=C(CN1CCN(c2ncccn2)CC1)NCCC1=CCCCC1,0,95,4,101,5,7,3,-4,-3.1
O=c1c2ccccc2c(-c2ccc(Br)cc2)nn1Cc1ccccc1,4,.,4,88,1,6,0,10,-0.9
COc1ccc(-c2cc(CNC(=O)CCl)on2)cc1,5,111,1,110,7,0,-1,8,-0.9

The results go on:
molecule,BCLXL inh,AGP1-GFP MLPCN,GRK2 aptamer HTS,CIT2-GFP yeast,MCL1-BIM inh,Fam108B counter,GLD-1 RNA inh,VLA-4 inh,MEX-5 binding
CNC(=O)CSc1n[nH]c(-c2cc(Cl)ccc2OC)n1,1,97,1,89,1,-1,-3,9,1.2
COc1cc(Br)cc(/C=N/NC(=O)Cc2ccc(C(F)(F)F)cc2[N+](=O)[O-])c1O,-1,99,0,96,-1,-6,-3,-9,-0.1
Cc1ccc(-c2noc(CSc3nnc(-c4ccncc4)n3-c3ccc(C)cc3)n2)cc1,-5,96,99*,104,-7,-4,-1,4,0.8
CC1CN(C(=O)CN(C)S(=O)(=O)c2ccc3ccccc3c2)CC(C)O1 (centres undefined),-9,78,2,81,-18,-7,-1,-1,0.2
Cc1cc(C)nc(NS(=O)(=O)c2ccc(NC(=O)NC3CCCCC3)cc2)n1,6,104,0,106,7,3,3,-3,-1.6
COC(=O)c1cc(OC)c(OC)cc1NC(=O)CN1C(=O)c2ccccc2C1=O,1,96,2,88,-1,-1,-4,7,-2.4
COc1ccc(-n2nc(C(=O)NCC(=O)N3CCC(C(N)=O)CC3)c3ccccc3c2=O)cc1OC,2,99,0,101,4,0,3,3,-0.6
CC(C)(C)n1nnnc1C(c1cccnc1)N1CCN(c2ccccc2F)CC1 (centres undefined),6,104,0,101,5,-2,8,3,3.9
O=C(NCCc1ccccc1)C(=O)NCC1CCCN1S(=O)(=O)c1ccccc1 (centres undefined),1,97,0,79,-4,-3,7,14,1.1
CC(=O)OCc1c(-c2ccccc2)c2cc([N+](=O)[O-])ccc2n1C,-2,91,0,92,-1,4,-4,-3,-2.3
C/C(N)=C(/C#N)C(=O)CSc1nc2ccccc2c(=O)n1-c1ccccc1C,-1,102,1,100,1,1,-2,4,-2.7
COc1cccc2c(C)nc(Nc3nc(CSc4nnc(C)s4)cc(=O)[nH]3)nc12,2,102,0,95,7,2,-6,20,1.3
CCCCNC(=O)c1cc(S(=O)(=O)N2CCCCC2)oc1C,3,108[may fluoresce green],0,120[may fluoresce green],7,0,5,4,0.1
COc1ccc(NC(=S)NC(C)c2ccncc2)cc1OC (centres undefined),6,100,4,99,11,6,8,-17,-0.8
CC(=O)c1cccc(NC(=O)c2ccccc2OCc2ccc(F)cc2)c1,-1,100,0,106,-1,-2,14,6,2.3
CC(C(=O)NCc1ccc(F)cc1)c1ccc([N+](=O)[O-])cc1 (centres undefined),10,98,0,98,8,-2,-6,-12,1.4
Cc1noc(C)c1COc1ccccc1C(=O)Nc1ccc(C(N)=O)cc1,3,104,0,95,1,.,-4,18,.
CC(C(=O)NCc1ccco1)n1cc(C(=O)c2ccco2)c2ccccc21 (centres undefined),5,94,4,95,-1,-2,7,-4,0.0
O=C(NC1CC2CCCC(C1)N2C(=O)Nc1ccccc1)c1ccncc1 (centres undefined),2,.,2,86,5,7,-4,1,-1.5
COc1cc(CN2CCC(C(=O)N3CCN(c4ccccc4F)CC3)CC2)cc(OC)c1OC,4,90,2,92,12,0,3,-6,-2.3

Pulled one by one from the list above (2):
molecule,BCLXL inh,AGP1-GFP MLPCN,GRK2 aptamer HTS,CIT2-GFP yeast,MCL1-BIM inh,Fam108B counter,GLD-1 RNA inh,VLA-4 inh,MEX-5 binding
CC(C(=O)NCc1ccco1)n1cc(C(=O)c2ccco2)c2ccccc21 (centres undefined),5,94,4,95,-1,-2,7,-4,0.0
COC(=O)c1cc(OC)c(OC)cc1NC(=O)CN1C(=O)c2ccccc2C1=O,1,96,2,88,-1,-1,-4,7,-2.4

Continuation.
molecule,BCLXL inh,AGP1-GFP MLPCN,GRK2 aptamer HTS,CIT2-GFP yeast,MCL1-BIM inh,Fam108B counter,GLD-1 RNA inh,VLA-4 inh,MEX-5 binding
Cc1cccc(NC(=O)CCNS(=O)(=O)c2cccc3nonc23)c1,24,114,0,104,4,-1,-2,3,0.8
COc1cc(-c2nn3c(COc4ccccc4)nnc3s2)cc(OC)c1OC,1,102,3,92,-6,-3,-1,-10,-0.2
CCS(=O)(=O)N1CCCC(C(=O)NCCCOC(C)C)C1 (centres undefined),11,96,1,101,5,-2,-4,1,-5.0
CCn1ccc(C(=O)Nc2sc3c(c2C(=O)OC)CCC3)n1,.,88,0,109,.,.,.,-7,.
O=[N+]([O-])c1ccccc1S(=O)(=O)Nc1cccc(S(=O)(=O)N2CCCC2)c1,.,100,0,102,.,.,5,4,.
CCOc1ccccc1Nc1ccc(C(=O)O)cc1N,10,97,0,101,13,3,1,4,0.6
O=C(Nc1ccc(C(=O)N2CCC(N3CCCC3)CC2)cc1)c1ccc(Br)o1,9,82,0,91,6,-1,4,-2,.
Cc1ccc(C)c(OCC(=O)O/N=C(\N)c2ccccn2)c1,7,97,0,104,2,-4,6,6,0.0
CCOC(=O)c1cc2sc(C)cc2n1CC(=O)NCCc1ccccc1,7,101,2,98,3,-4,2,12,3.5
Cc1ccccc1CSc1nccn1-c1ccccc1,-1,94,0,94,3,-2,-3,-1,1.8
Cc1ccc(N(CC(=O)NCCSc2nc3ccccc3s2)S(=O)(=O)c2ccccc2)c(C)c1,6,93,1,99,6,-12,-1,16,-4.1
CCc1ccc(NC(=O)c2cnn(-c3ccccc3)c2C2CCNCC2)cc1,8,98,0,101,4,-3,1,28,0.0
O=C(c1ccc(F)cc1)N1CCC(C(=O)N2CCN(Cc3ccc4c(c3)OCO4)CC2)CC1,1,97,0,90,4,2,3,14,0.8
CC1(C)C(=O)Nc2ccccc2N1C(=O)COC(=O)CSc1ccc(F)cc1,3,100,2,99,1,.,0,12,.
CCCCC1(C)NC(=O)N(CC(=O)Nc2cc(S(=O)(=O)N3CCOCC3)ccc2Cl)C1=O (centres undefined),1,99,7,92,-2,.,-9,1,.
CCn1ncc(NC(=S)NCCc2ccc(OC)c(OC)c2)c1C(N)=O,-1,91,2,94,4,0,10,-10,-1.0
CN1C(=O)NC(c2ccc(C(F)(F)F)cc2)C2=C1CC(C)(C)CC2=O (centres undefined),10,94,3,108,-1,6,6,8,0.2
N/C(=N\OC(=O)c1cccc(Br)c1)c1ccccc1,2,63,1,120,-2,0,3,-15,0.0
Cn1cc(Br)c(C(=O)NN2C(=O)C3C4C=CC(C5CC45)C3C2=O)n1 (centres undefined),0,100,1,86,-3,6,2,2,-4.5
CCC(C)NC(=O)c1ccc(N2CC3CC(C2)c2cccc(=O)n2C3)c(NC(=O)c2ccc(Br)o2)c1 (centres undefined),-4,101,6,99,-4,0,-8,-1,-3.3

The list continues.
molecule,BCLXL inh,AGP1-GFP MLPCN,GRK2 aptamer HTS,CIT2-GFP yeast,MCL1-BIM inh,Fam108B counter,GLD-1 RNA inh,VLA-4 inh,MEX-5 binding
CC(CCc1ccccc1)NC(=O)C(Cc1ccccc1)NC(N)=O (centres undefined),1,92,0,92,8,0,3,16,2.4
CCOC(=O)C1CCCN(S(=O)(=O)c2ccc3c(c2)CC(C)N3C(=O)C2CC2)C1 (centres undefined),4,98,0,97,6,2,6,-3,-1.1
O=C(Oc1ccccc1)Oc1ccc2c(c1)oc(=O)c1ccccc12,-1,99,3,98,4,0,-2,-8,-1.7
O=C1CC(NS(=O)(=O)c2cc(F)ccc2F)CN1c1cccc(F)c1 (centres undefined),9,109,1,89,0,-3,5,1,-0.9
COC(=O)C1CCN(C(c2cccs2)c2sc3nc(C)nn3c2O)CC1 (centres undefined),2,103,1,103,7,0,-2,-14,-0.6
COC(=O)N/N=C/c1cc(OC)c(O)c([N+](=O)[O-])c1,5,104,2,111,9,-1,4,9,-3.7
Cc1cc(C)nc(SCC(=O)c2ccc(F)cc2)n1,2,97,4,97,-7,-4,-6,8,-1.2
CC(=O)C1=C(NC(=O)c2ccc(F)cc2)CC2C1C2(C)C (centres undefined),-1,109,1,.,-2,-3,7,3,0.7
O=C(C1CC1)N1CCc2cc(Br)cc(S(=O)(=O)N3CCN(c4ccccn4)CC3)c21,0,102,0,99,0,1,-5,6,-0.2
O=C(CSc1nnc(C2CC2)n1C1CC1)c1ccc(F)c(F)c1,-2,98,0,92,0,.,-1,-18,.
CCOC(=O)C1Nc2ccc(C)cc2C2C=CCC12 (centres undefined),23,.,.,.,51*,2,8,.,-2.0
CN1CCCCCC1=NC1=C(C#N)CCCC1,1,101,1,98,-3,-4,2,20,2.5
CC1CN(C(=O)COC(=O)c2cccs2)CC(C)O1 (centres undefined),5,98,1,99,3,1,1,4,0.0
CCOC(=O)C(NC(=O)c1ccccc1)(Nc1cccc(C)n1)C(F)(F)F (centres undefined),-5,94,3,90,-9,-2,-3,26,1.0
CCOC(=O)c1c(NC(=O)C2CCCCC2)sc2c1CCN(C(C)C)C2,7,106,0,107,-1,5,1,-19,0.2
